Assay outcomes (PubChem BioAssay)
PAFAH1B2 FP inh: inhibitors of human PAFAH1B2; P68402; recombinant PAFAH1B2, FP-rhodamine activity probe, fluorescence polarization; inhibition, % at 3.39 µM; actives 1.2% (n = 340,000); AID 492953;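 active = inhibition above the mean of all tested compounds plus 3 SD, cut at about 24% in these data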;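 also: 0% = enzyme with DMSO and 100% = wells lacking PAFAH1B2; many of its hits are not listed in these tables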
LYPLA2 counter: counter-screen for PME1 inhibitors: inhibitors of human LYPLA2 | O95372 | inhibition, % at 5.9 µM | recombinant LYPLA2, FP-Rh probe fluorescence polarization | AID 2177 | actives 0.38% (n = 320,000);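 active = inhibition above the screen-wide mean plus 3 SD, limit set per campaign, cut at about 26% in these data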;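 also: 0% = LYPLA2 with DMSO and 100% = wells lacking LYPLA2 enzyme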
LYPLA1 inh: counter-screen for PME1 inhibitors: inhibitors of human LYPLA1; recombinant LYPLA1, FP-Rh probe fluorescence polarization; O75608; inhibition, % at 5.9 µM; actives 0.16% (n = 320,000);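 active = inhibition above the mean of all tested compounds plus 3 SD, set per campaign, cut at about 14% in these data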;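 also: inhibitors block serine hydrolase probe labeling of LYPLA1 so polarization falls; 0% = enzyme with DMSO and 100% = wells lacking LYPLA1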
Target sequence (O75608 whole entry, looked up): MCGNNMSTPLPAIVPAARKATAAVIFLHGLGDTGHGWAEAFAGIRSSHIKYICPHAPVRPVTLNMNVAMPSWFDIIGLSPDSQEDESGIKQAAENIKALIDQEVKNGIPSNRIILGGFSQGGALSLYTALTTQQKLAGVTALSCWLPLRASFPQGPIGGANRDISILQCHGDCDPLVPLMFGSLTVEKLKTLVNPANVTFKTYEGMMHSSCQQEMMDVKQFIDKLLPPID
PAD4 FP inh: inhibitors of human PAD4. inhibition, % at 6.36 µM. AID 485272. Q9UM07. actives 0.41% (n = 330,000). recombinant PAD4, RCA probe fluorescence polarization;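 active = percent inhibition above a cutoff equal to the mean of all tested compounds plus 3 SD, cut at about 15% in these data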;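 also: 0% = PAD4 with RCA probe and DMSO and 100% = probe without PAD4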
Target sequence (Q9UM07 whole entry, looked up): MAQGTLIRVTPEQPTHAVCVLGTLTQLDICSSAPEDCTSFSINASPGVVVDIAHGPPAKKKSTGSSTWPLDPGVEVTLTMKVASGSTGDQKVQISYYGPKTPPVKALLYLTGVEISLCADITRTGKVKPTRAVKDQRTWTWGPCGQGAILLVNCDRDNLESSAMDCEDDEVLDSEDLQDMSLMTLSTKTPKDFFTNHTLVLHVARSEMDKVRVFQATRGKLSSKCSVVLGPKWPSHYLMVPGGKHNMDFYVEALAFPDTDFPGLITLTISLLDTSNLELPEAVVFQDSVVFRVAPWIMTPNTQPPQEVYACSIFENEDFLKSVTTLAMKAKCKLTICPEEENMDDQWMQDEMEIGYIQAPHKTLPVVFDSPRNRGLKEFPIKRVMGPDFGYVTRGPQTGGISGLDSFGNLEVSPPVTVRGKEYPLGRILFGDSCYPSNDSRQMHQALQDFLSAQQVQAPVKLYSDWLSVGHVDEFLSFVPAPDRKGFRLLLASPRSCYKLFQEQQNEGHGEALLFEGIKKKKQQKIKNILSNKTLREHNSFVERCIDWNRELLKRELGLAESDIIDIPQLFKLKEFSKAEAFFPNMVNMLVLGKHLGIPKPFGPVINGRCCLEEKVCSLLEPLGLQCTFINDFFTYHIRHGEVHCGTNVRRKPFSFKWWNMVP
PREPL inh: human PREPL enzyme inhibition; actives 0.68% (n = 320,000); AID 2751; recombinant PREPL, fluorescence polarization activity-based probe; inhibition, % at 5.96 µM; Q4J6C6; in the data active = inhibition above about 43%;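 also: 0% = enzyme with DMSO and 100% = wells lacking enzyme; many of its hits are not listed in these tables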
pPAFAH inh: pPAFAH (human) enzyme inhibition; actives 1.5% (n = 330,000); inhibition, % at 3.39 µM; AID 463082; recombinant pPAFAH, FP-rhodamine probe fluorescence polarization; Q13093;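 active = inhibition above the mean inhibition across the screen plus 3 SD, cut at about 25% in these data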;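 also: inhibitors block binding of the rhodamine activity-based probe so polarization drops; 0% = enzyme with DMSO and 100% = wells lacking pPAFAH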
GSTO1 counter: GSTO1 inhibition, counter-screen for RBBP9 inhibitors. P78417. recombinant GSTO1, activity-based probe fluorescence polarization. inhibition, % at 5.96 µM. actives 1.1% (n = 300,000). AID 1974;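 active = inhibition above the campaign mean inhibition plus 3 SD, cut at about 35% in these data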;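 also: 0% = GSTO1-1 with DMSO and 100% = wells lacking GSTO1-1 enzyme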
PAFAH2 FP inh: inhibitors of human PAFAH2; Q99487; recombinant PAFAH2, FP-rhodamine activity probe, fluorescence polarization; inhibition, % at 3.39 µM; actives 0.99% (n = 340,000);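 active = inhibition above the mean over all tested compounds plus 3 SD, cut at about 30% in these data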;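 also: inhibitors block probe labeling of enzyme so polarization drops; 0% = enzyme with DMSO and 100% = wells lacking PAFAH2 protein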
PAFAH1B3 FP inh: blocks human PAF acetylhydrolase 1B catalytic subunit 3 | recombinant PAFAH1B3, FP-rhodamine probe, fluorescence polarization | inhibition, % at 3.39 µM | actives 0.28% (n = 340,000) | AID 492972;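 active = inhibition above the screen-wide average of all tested compounds plus 3 SD, cut at about 25% in these data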;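 also: 0% = enzyme with DMSO only and 100% = wells lacking PAFAH1B3 protein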
Starred values were filed as active, the others as inactive. A portion of the library, so the mix of outcomes need not match the whole.

For O=C(COC(=O)Cc1ccccc1F)Nc1ccc2c(c1)OCCO2 the results were PAFAH1B2 FP inh 1, LYPLA2 counter -3, LYPLA1 inh -1, PAD4 FP inh 0, PREPL inh -5, pPAFAH inh 10, GSTO1 counter 5, PAFAH2 FP inh 4 and PAFAH1B3 FP inh -4.
`COc1cc(OC)c(OC)cc1CNC(=O)c1ccc(COc2ccccc2)cc1` gave PAFAH1B2 FP inh 5, LYPLA2 counter 10, LYPLA1 inh -3, PAD4 FP inh 0, PREPL inh 6, pPAFAH inh 10, GSTO1 counter -6, PAFAH2 FP inh 1 and PAFAH1B3 FP inh 7.
Screening CC(C)(C)C(=O)Nc1ccc(C(=O)Nc2cccnc2)cc1 returned PAFAH1B2 FP inh 2, LYPLA2 counter 2, LYPLA1 inh 2, PAD4 FP inh 1, PREPL inh 6, pPAFAH inh 4, GSTO1 counter -1, PAFAH2 FP inh 0 and PAFAH1B3 FP inh 3.
Screening CCOC(=O)CNC(=O)c1cnn2cccnc12 returned PAFAH1B2 FP inh 3, LYPLA2 counter 1, LYPLA1 inh -2, PAD4 FP inh -5, PREPL inh -10, pPAFAH inh -5, GSTO1 counter -9, PAFAH2 FP inh -2 and PAFAH1B3 FP inh 0.
`CNc1csc(C)c(C)c1=O` gave PAFAH1B2 FP inh 1, LYPLA2 counter 5, LYPLA1 inh 0, PAD4 FP inh -3, PREPL inh 4, pPAFAH inh -5, GSTO1 counter 1, PAFAH2 FP inh -6 and PAFAH1B3 FP inh 2.
`Cc1sc2nc(CN3CCOCC3)nc(N3CCC(C(N)=O)CC3)c2c1C` gave PAFAH1B2 FP inh 5, LYPLA2 counter 1, LYPLA1 inh 1, PAD4 FP inh -3, PREPL inh 13, pPAFAH inh -1, GSTO1 counter 1, PAFAH2 FP inh 17 and PAFAH1B3 FP inh 6.
For COc1ccc(NC(=O)CN2CCCCCC2)cc1OC the results were PAFAH1B2 FP inh 0, LYPLA2 counter 0, LYPLA1 inh 6, PAD4 FP inh -1, PREPL inh -1, pPAFAH inh 7, GSTO1 counter 4, PAFAH2 FP inh 7 and PAFAH1B3 FP inh 5.
For CCOC(=O)c1c(NC(=O)CSc2nnc(C)o2)sc(C)c1C the results were PAFAH1B2 FP inh -1, LYPLA2 counter 3, LYPLA1 inh -4, PAD4 FP inh 4, PREPL inh 7, pPAFAH inh 3, GSTO1 counter 18, PAFAH2 FP inh -10 and PAFAH1B3 FP inh 1.
Screening O=C(O)[C@@H]1CCCN(S(=O)(=O)c2cccc3cccnc23)C1 returned PAFAH1B2 FP inh 2, LYPLA2 counter -1, LYPLA1 inh -1, PAD4 FP inh -4, PREPL inh 6, pPAFAH inh 4, PAFAH2 FP inh 1 and PAFAH1B3 FP inh 8.
Screening O=c1sc(/C=N/Nc2ccccc2)c(Cl)n1Cc1ccccc1 returned PAFAH1B2 FP inh 0, LYPLA2 counter -2, LYPLA1 inh -1, PAD4 FP inh -2, PREPL inh 5, pPAFAH inh -3, GSTO1 counter -2, PAFAH2 FP inh 5 and PAFAH1B3 FP inh 4.
For CCc1nnc(NC(=O)CCC(=O)N2CCCC(O)C2)s1 (configuration not stated) the results were PAFAH1B2 FP inh 4, LYPLA2 counter -3, LYPLA1 inh -7, PAD4 FP inh 0, PREPL inh 4, pPAFAH inh 3, GSTO1 counter 2, PAFAH2 FP inh -1 and PAFAH1B3 FP inh 8.
`O=C(C1CCN(S(=O)(=O)c2cccc3nsnc23)CC1)N1CCCc2ccccc21` gave PAFAH1B2 FP inh 7, LYPLA2 counter -4, LYPLA1 inh 1, PAD4 FP inh 0, PREPL inh -1, pPAFAH inh 10, GSTO1 counter -3, PAFAH2 FP inh 0 and PAFAH1B3 FP inh -5.
`COc1ccc(CNC(=O)Cn2cc(C(F)(F)F)ccc2=O)cc1OC` gave PAFAH1B2 FP inh -5, LYPLA2 counter 4, LYPLA1 inh -6, PAD4 FP inh 4, PREPL inh -4, pPAFAH inh 2, GSTO1 counter -3, PAFAH2 FP inh -8 and PAFAH1B3 FP inh 7.
`COc1cccc(/C=C/C(=O)Nc2ccc3c(c2)OCCO3)c1` gave PAFAH1B2 FP inh 5, LYPLA2 counter 0, LYPLA1 inh 0, PAD4 FP inh -1, PREPL inh 8, pPAFAH inh 1, GSTO1 counter 16, PAFAH2 FP inh 0 and PAFAH1B3 FP inh 7.
O=C(O)C1C2CCC(O2)C1C(=O)Nc1ccc(OC(F)F)cc1 (configuration not stated) was read as PAFAH1B2 FP inh 3, LYPLA2 counter 3, LYPLA1 inh 0, PAD4 FP inh 0, PREPL inh 13, pPAFAH inh 4, GSTO1 counter 10, PAFAH2 FP inh -6 and PAFAH1B3 FP inh 1.
Screening CS(=O)Cc1cc(Sc2ccccc2)nc(-c2ccncc2)n1 (configuration not stated) returned PAFAH1B2 FP inh -1, LYPLA2 counter 4, LYPLA1 inh 2, PAD4 FP inh -1, PREPL inh -3, pPAFAH inh 2, GSTO1 counter -6, PAFAH2 FP inh 4 and PAFAH1B3 FP inh 18.
Screening Cc1ccc(S(=O)(=O)N2CCCC2CNC(=O)C(=O)NC2CCCC2)cc1 (configuration not stated) returned PAFAH1B2 FP inh 1, LYPLA2 counter -3, LYPLA1 inh -2, PAD4 FP inh 2, PREPL inh 0, pPAFAH inh 4, GSTO1 counter 9, PAFAH2 FP inh 6 and PAFAH1B3 FP inh -4.
For CN1CCN(Cc2cn[nH]c2-c2ccc(F)cc2F)[C@@H](c2ccccc2)C1 the results were PAFAH1B2 FP inh 2, LYPLA2 counter 1, LYPLA1 inh 1, PAD4 FP inh -1, PREPL inh -15, pPAFAH inh 1, GSTO1 counter 7, PAFAH2 FP inh 2 and PAFAH1B3 FP inh 8.
For O=C(c1ccc(F)cc1)N(C(=O)c1ccc(F)cc1)c1ncccn1 the results were PAFAH1B2 FP inh 7, LYPLA2 counter -4, LYPLA1 inh -2, PAD4 FP inh -2, PREPL inh -10, pPAFAH inh 5, GSTO1 counter 2, PAFAH2 FP inh -3 and PAFAH1B3 FP inh 10.
`CC1=C(C(N)=O)C(c2ccc(Cl)cc2Cl)n2ncnc2N1` (configuration not stated) gave PAFAH1B2 FP inh 1, LYPLA2 counter 1, LYPLA1 inh -4, PAD4 FP inh 0, PREPL inh 0, pPAFAH inh 3, GSTO1 counter 8, PAFAH2 FP inh 4 and PAFAH1B3 FP inh -8.
Screening Cc1cccc(NC(=O)COc2cccc3c2CCN(Cc2ccccc2)C3=O)c1C returned PAFAH1B2 FP inh 2, LYPLA2 counter 3, LYPLA1 inh -3, PAD4 FP inh -7, PREPL inh 8, pPAFAH inh -1, GSTO1 counter -4, PAFAH2 FP inh 4 and PAFAH1B3 FP inh 11.
For Cn1cccc1C(=O)OCC(=O)N1c2ccccc2NC(=O)C1(C)C the results were PAFAH1B2 FP inh 7, LYPLA2 counter 1, LYPLA1 inh -1, PAD4 FP inh -2, PREPL inh 14, pPAFAH inh 0, GSTO1 counter 2, PAFAH2 FP inh -5 and PAFAH1B3 FP inh 17.
`Cc1cccc(C(=O)NCC(c2ccco2)N(C)C)c1` (configuration not stated) gave PAFAH1B2 FP inh 4, LYPLA2 counter -3, LYPLA1 inh 1, PAD4 FP inh -8, PREPL inh 1, pPAFAH inh 8, GSTO1 counter -8, PAFAH2 FP inh 4 and PAFAH1B3 FP inh -1.
For CCCOc1ccc(N2C(=O)CC(N3CCN(S(=O)(=O)c4ccccc4)CC3)C2=O)cc1 (configuration not stated) the results were PAFAH1B2 FP inh 3, LYPLA2 counter 18, LYPLA1 inh 2, PAD4 FP inh -3, PREPL inh 8, pPAFAH inh 4, GSTO1 counter -2, PAFAH2 FP inh 4 and PAFAH1B3 FP inh 9.
COc1ccc(NS(=O)(=O)c2cc3c(cc2C)N(C(C)=O)CCO3)c(OC)c1 was read as PAFAH1B2 FP inh 7, LYPLA2 counter -4, LYPLA1 inh -1, PAD4 FP inh 0, PREPL inh 0, pPAFAH inh 6, GSTO1 counter 3, PAFAH2 FP inh 5 and PAFAH1B3 FP inh 3.
Screening O=C(CC1OC(=O)c2ccccc21)Nc1ccccc1N1CCOCC1 (configuration not stated) returned PAFAH1B2 FP inh -1, LYPLA2 counter 4, LYPLA1 inh 2, PAD4 FP inh 1, PREPL inh 4, pPAFAH inh 6, GSTO1 counter 4, PAFAH2 FP inh 0 and PAFAH1B3 FP inh 0.
For OCCN1CCN(c2nc(-c3ccccc3O)nc3ccccc23)CC1 the results were PAFAH1B2 FP inh 0, LYPLA2 counter -4, LYPLA1 inh 2, PAD4 FP inh 1, PREPL inh -16, pPAFAH inh 6, GSTO1 counter 1, PAFAH2 FP inh -2 and PAFAH1B3 FP inh 0.
For CC(C)CN1CCC(CN(C)Cc2nc(-c3cnccn3)no2)CC1 the results were PAFAH1B2 FP inh -1, LYPLA2 counter 4, LYPLA1 inh 1, PAD4 FP inh -1, PREPL inh 6, pPAFAH inh 3, GSTO1 counter 2, PAFAH2 FP inh -8 and PAFAH1B3 FP inh 2.
For CCSc1nnc(NC(=O)CSc2nc(C)cc(C)n2)s1 the results were PAFAH1B2 FP inh 1, LYPLA2 counter 1, LYPLA1 inh -3, PAD4 FP inh -4, PREPL inh -2, pPAFAH inh 2, GSTO1 counter 2, PAFAH2 FP inh 4 and PAFAH1B3 FP inh 4.
For CN(C)C(=O)CSc1ccccc1C(=O)OCC(=O)NC1CC1 the results were PAFAH1B2 FP inh 1, LYPLA2 counter 2, LYPLA1 inh -1, PAD4 FP inh -2, PREPL inh 6, pPAFAH inh 3, PAFAH2 FP inh 6 and PAFAH1B3 FP inh 6.
CCOC1=CC(=O)N(Cc2ccccc2)C1 was read as PAFAH1B2 FP inh 1, LYPLA2 counter -4, LYPLA1 inh -1, PAD4 FP inh -2, PREPL inh 0, pPAFAH inh 3, GSTO1 counter 1, PAFAH2 FP inh 3 and PAFAH1B3 FP inh -2.
Cn1c(SCC(=O)N2CCOCC2)nc(O)cc1=O was read as PAFAH1B2 FP inh -3, LYPLA2 counter 6, LYPLA1 inh 1, PAD4 FP inh 1, PREPL inh 0, pPAFAH inh -2, GSTO1 counter 3, PAFAH2 FP inh -2 and PAFAH1B3 FP inh -1.
Cc1cc(=O)oc2c3c(cc(OCC(=O)Nc4cccnc4)c12)OC(C)(C)CC3 was read as PAFAH1B2 FP inh 2, LYPLA2 counter 3, LYPLA1 inh -2, PAD4 FP inh 0, PREPL inh -2, pPAFAH inh -1, GSTO1 counter -5, PAFAH2 FP inh 12 and PAFAH1B3 FP inh 4.
For CCn1c(SCC(=O)Nc2cc(C)ccc2C)nc2c(c1=O)SC(C)C2 (configuration not stated) the results were PAFAH1B2 FP inh 1, LYPLA2 counter 4, LYPLA1 inh 2, PAD4 FP inh -4, PREPL inh 2, pPAFAH inh -1, GSTO1 counter 5, PAFAH2 FP inh 1 and PAFAH1B3 FP inh -1.
Screening CCCCn1c(=S)[nH]c2ccc(N3CCOCC3)cc2c1=O returned LYPLA2 counter 0, LYPLA1 inh 4, PAD4 FP inh 0, PREPL inh 6, pPAFAH inh 5 and GSTO1 counter 1.
`COc1cccc(NC(=O)c2ccccc2-c2nc(-c3ccccc3)no2)c1` gave PAFAH1B2 FP inh 0, LYPLA2 counter -18, LYPLA1 inh -15, PAD4 FP inh -3, PREPL inh 14, pPAFAH inh 1, GSTO1 counter -10, PAFAH2 FP inh -6 and PAFAH1B3 FP inh -12.
